Assay outcomes deposited in PubChem BioAssay by several laboratories.
LMPTP block = blocks human LMPTP phosphatase; recombinant LMPTP-A, OMFP fluorogenic substrate, fluorescence intensity; P24666; inhibition, % at 20 µM; 360,000 tested, 0.22% active;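 active = compounds that cut the enzyme signal by at least half of the control window in the single-dose screen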;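 also: plate controls were DMSO wells with enzyme plus substrate for no effect and substrate without enzyme for full effect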
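Test system: LMPTP-A, protein tyrosine phosphatase of low molecular weight; Input: 0.625 nM enzyme; Incubation: 50 min dark incubation at room temperature; Signal: endpoint fluorescence intensity from OMFP dephosphorylation; Read-out basis: % inhibition versus control wells.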
NRP1-CendR mod = NRP-1/CendR interaction modulation. AID 602438. O14786. inhibition, % at 25 µM. 360,000 tested, 0.85% active. FAM-RPARPAR peptide binding to NRP-1, fluorescence polarization;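 active = inhibition or corrected inhibition above about 18%, plus a signal ratio from 0.5 to 1.5, limit read from the data, passing the limit was not always enough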; also: strong numbers were not always called active
TbMetRS inhib = blocks T. brucei methionyl-tRNA synthetase activity. inhibition, % at 11.9 µM. AID 624268. 360,000 tested, 0.4% active. purified T. brucei MetRS, ATP depletion, Kinase-Glo luminescence;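 active = inhibition above a per-plate cutoff of the control wells' mean inhibition plus 3 SD, cut at about 5.5% in these data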;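 also: 0% = DMSO wells median and 100% = median of wells with control inhibitor compound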
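System: purified T. brucei MetRS enzyme / Detection: Kinase-Glo luciferase luminescence reporting remaining unconsumed ATP / Medium: HEPES buffer with MgCl2, KCl, DTT, spermine, BSA, pyrophosphatase / Replication: singlicate, one well per compound / Evaluation: percent inhibition relative to median high and low control wells / Schedule: 2 h aminoacylation at 25 °C after 15 min preincubation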
STEP inh = blocks human striatal-enriched tyrosine phosphatase; P54829; recombinant STEP, OMFP fluorogenic substrate, fluorescence; inhibition, % at 20 µM; 360,000 tested, 0.25% active;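 active = inhibition at 20 µM, scaled per plate between control wells, above about 37%, limit read from the data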;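 also: 0% = DMSO with enzyme and substrate and 100% = substrate only without enzyme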
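Material: STEP (striatal-enriched tyrosine phosphatase) enzyme, cell-free | Medium: 50 mM Bis-Tris pH 6.0 with 2.5 mM DTT and 0.005% Tween 20 | Read-out: Percent inhibition scaled to no-enzyme and uninhibited-enzyme controls, plate-pattern corrected | Signal: Fluorescence read at 480 nm ex / 540 nm em | Times: 20 min reaction, room temperature, in the dark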
MsrA act = bovine methionine sulfoxide reductase A activation. AID 602163. activation, % at 10.6 µM. 360,000 tested, 0.3% active. purified bovine MsrA, absorbance read-out; in the data active = activation above about 7.5%;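 also: 0% = vehicle and 100% = reference activator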
DNMT1 block = inhibitors of human DNMT1. DNMT1 molecular beacon, Hinp1I cleavage, fluorescence. inhibition (reported as % activation of signal), % at 10 µM. P26358. 360,000 tested, 0.83% active. AID 588458; in the data active = inhibition above about 50%
Target sequence (P26358 504-1616 limits assumed): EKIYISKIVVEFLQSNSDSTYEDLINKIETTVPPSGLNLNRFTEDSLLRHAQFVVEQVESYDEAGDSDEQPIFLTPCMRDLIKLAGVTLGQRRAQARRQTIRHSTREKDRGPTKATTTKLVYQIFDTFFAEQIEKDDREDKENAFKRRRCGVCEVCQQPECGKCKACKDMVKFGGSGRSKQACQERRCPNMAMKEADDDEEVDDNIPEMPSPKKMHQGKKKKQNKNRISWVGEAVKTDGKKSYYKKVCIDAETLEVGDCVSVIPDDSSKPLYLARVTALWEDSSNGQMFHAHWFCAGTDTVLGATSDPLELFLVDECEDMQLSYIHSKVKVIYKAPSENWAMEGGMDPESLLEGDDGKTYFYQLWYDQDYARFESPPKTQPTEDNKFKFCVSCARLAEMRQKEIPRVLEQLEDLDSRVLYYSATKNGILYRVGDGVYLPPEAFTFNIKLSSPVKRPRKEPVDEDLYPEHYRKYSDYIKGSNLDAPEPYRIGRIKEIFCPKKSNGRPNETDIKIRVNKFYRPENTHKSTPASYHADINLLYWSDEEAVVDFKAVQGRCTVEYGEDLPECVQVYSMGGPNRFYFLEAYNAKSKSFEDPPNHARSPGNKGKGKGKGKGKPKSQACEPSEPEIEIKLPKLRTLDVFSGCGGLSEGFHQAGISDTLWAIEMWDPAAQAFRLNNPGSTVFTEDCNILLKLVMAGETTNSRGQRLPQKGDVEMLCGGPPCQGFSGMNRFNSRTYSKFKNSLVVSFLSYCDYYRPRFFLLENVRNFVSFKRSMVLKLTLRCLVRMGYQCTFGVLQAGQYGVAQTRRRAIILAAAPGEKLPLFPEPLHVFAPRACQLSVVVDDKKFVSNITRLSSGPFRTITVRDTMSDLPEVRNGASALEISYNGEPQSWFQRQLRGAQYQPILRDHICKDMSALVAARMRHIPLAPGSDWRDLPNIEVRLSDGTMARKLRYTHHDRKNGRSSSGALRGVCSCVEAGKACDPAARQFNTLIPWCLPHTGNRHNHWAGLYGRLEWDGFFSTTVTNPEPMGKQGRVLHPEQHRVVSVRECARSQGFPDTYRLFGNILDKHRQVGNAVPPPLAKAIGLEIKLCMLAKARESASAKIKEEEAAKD
MsrA inhibitor = bovine MsrA inhibition | purified bovine MsrA, absorbance read-out | inhibition, % at 15.5 µM | 360,000 tested, 0.75% active; in the data active = inhibition above about 4.5%;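 also: 0% = vehicle wells with enzyme and 100% = reference inhibitor wells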
Scp-1 inhibitor = Scp-1 (human) phosphatase inhibition; inhibition, % at 20 µM; Q9GZU7; 340,000 tested, 0.88% active; Recombinant Scp1, phosphopeptide, malachite green phosphate absorbance;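 active = inhibition above about 50% at 20 µM, limit read from the data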;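 also: plate controls were DMSO wells with enzyme for no effect and wells lacking enzyme for full effect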
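Incubation: 45 min enzyme reaction at room temperature / System: truncated SCP-1 phosphatase (76-261aa) / Reagent: Phospho 17-mer peptide substrate / Buffer or medium: Acidic Tris acetate buffer with magnesium and detergent / Signal: absorbance at 630 nm / Doses: one concentration, 20 µM, with 1.0% DMSO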
SUMO1-SIM PPI = modulators of human SUMO1-mediated protein-protein interactions; P63165; inhibition, % at 20 µM; 360,000 tested, 0.33% active; SUMO1 binding to a labelled peptide, TR-FRET, 1 h; in the data active = inhibition above about 37%
eLon inh = inhibitors of E. coli Lon protease. P0A9M0. 360,000 tested, 0.42% active. purified E. coli Lon protease, fluorescence polarization. inhibition, % at 7.94 µM; in the data active = inhibition above about 13%, passing the limit was not always enough;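 also: 0% = enzyme with probe and DMSO and 100% = no enzyme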
An asterisk follows results filed as active; nt = no result given.

| LMPTP block | NRP1-CendR mod | TbMetRS inhib | STEP inh | MsrA act | DNMT1 block | MsrA inhibitor | Scp-1 inhibitor | SUMO1-SIM PPI | SMILES | eLon inh |
| --- | --- | --- | --- | --- | --- | --- | --- | --- | --- | --- |
| -4.4 | 6 | 0.5 | -4 | 1 | 2 | 0.3 | nt | -1 | COc1cccc(S(=O)(=O)N(C)C[C@@H]2Oc3ncc(C#CCN(C)C)cc3C(=O)N([C@H](C)CO)C[C@H]2C)c1 | -5 |
| -0.6 | 5 | -0.2 | -2 | -3 | -1 | 0.6 | -3 | -2 | O=C(NCCc1ccccc1)c1ccc(CS(=O)(=O)c2ccc(Cl)cc2)o1 | -1 |
| 1.0 | 6 | -0.5 | 0 | 0 | 1 | 1.5 | -2 | 8 | CCc1nc(Nc2ccc(O)cc2)c2oc3ccccc3c2n1 | 0 |
| -0.1 | -3 | -0.6 | -2 | 0 | 1 | 0.5 | -1 | -3 | CC(C)COP(=O)(c1ccc(N(C)C)cc1)C(Nc1ccccc1)c1cccnc1 (stereo not drawn) | -5 |
| 3.3 | 5 | -0.5 | 0 | -3 | -5 | -0.4 | -2 | -1 | CC(C)C1C(c2ccccc2)N(C)C(c2ccccc2)CC1(O)c1ccccc1 (stereo not drawn) | 2 |
| -5.7 | -1 | 0.4 | -1 | -3 | 1 | 1.8 | -1 | -1 | CN1CCN/C1=C(/C(Cl)=C(Cl)Cl)[N+](=O)[O-] | 0 |
| 1.8 | 4 | -2.1 | 2 | -6 | 23 | -0.8 | 2 | -1 | CCCCCn1c(=O)[nH]c2cc(C(=O)O)ccc2c1=O | 2 |
| -1.1 | -1 | -0.6 | -2 | -2 | 1 | 0.5 | -3 | -1 | CC(=O)N1CC(=O)N(OCc2ccccc2)C1c1ccc(Cl)cc1Cl (stereo not drawn) | -11 |
| -1.1 | 9 | -0.4 | -3 | 3 | -3 | 3.2 | -6 | -11 | CCOc1cccc(-c2c(C(=O)N/N=C/c3ccc(C)o3)nnn2-c2nonc2N)c1 | -1 |
| 0.0 | -2 | -0.3 | 0 | -1 | 21 | -1.2 | nt | 6 | O=C(COC(=O)C1COc2ccccc2O1)c1ccc(F)cc1 (stereo not drawn) | -1 |
| -1.8 | 0 | -0.2 | -4 | -2 | 2 | -1.6 | 0 | 0 | CC1CCN(C(=O)COC(=O)c2ccc(Cl)nc2)CC1 | 6 |
| -0.6 | 14 | -0.9 | -2 | -10 | 2 | -1.5 | 0 | 3 | COc1cccc(-c2nc(CS(=O)CC(=O)NCc3ccc(F)cc3)c(C)o2)c1 (stereo not drawn) | 1 |
| 0.0 | -13 | 5.0 | 2 | -2 | -5 | -0.3 | -3 | 7 | Cc1cc(Cl)ccc1OC(C)C(=O)OCC(=O)Nc1ccc2[nH]c(=O)[nH]c2c1 (stereo not drawn) | -4 |
| -0.7 | 0 | 0.0 | 2 | -2 | 2 | -0.6 | 4 | 1 | O=C(NCCc1ccccc1)c1ccc(NC(=O)C2CCCC2)cc1 | 3 |
| -0.5 | -3 | 0.2 | -4 | 0 | -5 | -1.1 | nt | -3 | CC1(C(=O)Nc2ccc3c(c2)OCCO3)CCN1C(=O)Cc1cc(F)ccc1F (stereo not drawn) | -4 |
| 0.2 | -6 | -0.6 | 0 | 3 | 3 | 0.8 | 0 | 14 | O=c1[nH]c2cc(Cl)cc(Cl)c2[nH]c1=O | -1 |

Compound profiles, from the list above:
Entry for `O=C(NCCc1ccccc1)c1ccc(NC(=O)C2CCCC2)cc1` = LMPTP block: -0.7; NRP1-CendR mod: 0; TbMetRS inhib: 0.0; STEP inh: 2; MsrA act: -2; DNMT1 block: 2; MsrA inhibitor: -0.6; Scp-1 inhibitor: 4; SUMO1-SIM PPI: 1; eLon inh: 3
Entry for `O=C(COC(=O)C1COc2ccccc2O1)c1ccc(F)cc1` (stereo not drawn) = LMPTP block: 0.0; NRP1-CendR mod: -2; TbMetRS inhib: -0.3; STEP inh: 0; MsrA act: -1; DNMT1 block: 21; MsrA inhibitor: -1.2; Scp-1 inhibitor: nt; SUMO1-SIM PPI: 6; eLon inh: -1

Additional results follow.
| LMPTP block | NRP1-CendR mod | TbMetRS inhib | STEP inh | MsrA act | DNMT1 block | MsrA inhibitor | Scp-1 inhibitor | SUMO1-SIM PPI | SMILES | eLon inh |
| --- | --- | --- | --- | --- | --- | --- | --- | --- | --- | --- |
| -1.1 | -8 | -0.4 | -2 | -2 | 3 | 0.6 | 0 | 3 | O=C(O)CCn1c(SCc2ccccc2)nc2ccccc21 | -2 |
| 7.4 | 9 | 0.1 | -2 | -5 | -1 | 0.1 | -10 | 13 | CN(CCc1ccccc1)C1CCCN(S(=O)(=O)N(C)C)C1 (stereo not drawn) | 0 |
| -0.7 | 12 | -0.5 | -3 | -4 | 3 | -0.8 | -5 | 1 | O=C(C(=O)N1CCN(c2cccc(Cl)c2)CC1)N1CCCCC1 | -6 |
| -0.8 | 7 | -0.4 | -2 | -2 | 0 | 1.2 | -3 | 2 | O=C(NCc1ccco1)C1CC(O)CN1C(=O)Nc1ccccc1 (stereo not drawn) | 8 |
| 0.1 | -4 | -0.6 | -2 | 0 | 2 | 0.3 | -7 | 5 | O=C(NCCN1CCOCC1)/C(=C/c1ccccc1)NC(=O)c1ccccc1 | -12 |
| -1.2 | 1 | 0.4 | -1 | -3 | -2 | 1.2 | -2 | 3 | Cc1ccc(-n2c(SCC(=O)NCC3CCCO3)nc3ccccc3c2=O)cc1 (stereo not drawn) | -3 |
| -0.5 | 6 | -1.1 | 0 | -4 | 1 | 0.9 | -2 | -16 | O=C(NCc1ccc(F)cc1)c1cc(-c2ccncc2)nc2ccccc12 | 4 |
| -0.6 | 9 | -0.2 | 2 | 3 | 1 | -0.8 | -2 | -8 | CCCCc1nnc(NC(=O)Cc2ccc(OC)c(S(=O)(=O)N3CCOCC3)c2)s1 | 5 |
| -0.3 | 9 | -0.7 | 1 | -15 | -2 | 0.5 | 3 | 5 | O=C(COC(=O)Cc1ccc(F)cc1)NCCc1ccccc1 | -5 |
| -1.3 | 0 | 0.1 | 3 | -2 | -1 | 1.3 | 1 | -3 | O=C(O)C1CSC2(c3ccc(Br)cc3)CCC(=O)N12 (stereo not drawn) | 5 |
| 0.1 | 2 | 0.3 | -2 | 3 | -1 | 0.1 | -4 | 1 | COc1ccc(CC(=O)OCC(=O)Nc2ccc(Cl)cn2)cc1 | -2 |
| -0.3 | 19 | -0.3 | -4 | -1 | 2 | -0.5 | -3 | -2 | Cc1ccc(S(=O)(=O)N2CCC(C(=O)NCCCN3CCCC3=O)CC2)cc1 | 6 |
| -0.1 | -13 | -0.9 | -1 | -2 | 0 | 0.2 | -8 | 0 | CCN(CC)S(=O)(=O)c1ccc2c(c1)nc(SCn1nnc3ccccc3c1=O)n2CC | -13 |
| -0.1 | -9 | -0.2 | 0 | -7 | 1 | 1.9 | -6 | 3 | CC1(C)Cc2c(cnn2-c2cccc(F)c2)C(NC(=O)c2csnn2)C1 (stereo not drawn) | 1 |
| -2.7 | -1 | -0.9 | 0 | -4 | 2 | -0.5 | -9 | 2 | COc1ccc(OC)c(S(=O)(=O)NCc2cccnc2)c1 | -1 |
| -0.3 | -6 | -0.2 | 0 | -4 | -3 | 1.1 | 1 | -6 | Cc1ccc(-c2cc(C(=O)Nc3nn[nH]n3)c3ccccc3n2)c(C)c1 | -8 |
| 0.6 | -7 | -0.2 | 1 | 0 | -3 | 2.4 | 1 | 7 | CCOc1ccc(-c2cccc(NC(=O)c3cccs3)c2)nn1 | 0 |
| -0.8 | -2 | -0.5 | 0 | -1 | 1 | 0.3 | -5 | -3 | COc1ccc(S(N)(=O)=O)cc1C(=O)OCC(=O)N1CC(=O)Nc2ccccc21 | -5 |
| -1.2 | -2 | -0.4 | 0 | -6 | 2 | -0.1 | 1 | -4 | O=C(NCCN1CCOCC1)c1cc(-c2ccc(F)cc2)nc2ccccc12 | -2 |
| -0.5 | -2 | -0.7 | -2 | 0 | 1 | -1.3 | -9 | 2 | Cc1ccc(C(=O)Nc2ccc3c(c2)CCC3)o1 | -3 |
| -0.8 | -2 | -0.3 | 0 | -4 | 3 | 1.4 | -1 | 2 | CC/C(=N\NC(=O)c1ccc(Br)cc1)c1ccccc1 | -6 |
| 0.1 | 5 | 0.1 | -1 | 3 | 0 | 1.2 | -5 | -13 | CC(C)(C)n1nc2c(c1NC(=O)Cc1ccc([N+](=O)[O-])cc1)CS(=O)(=O)C2 | -1 |
| 5.6 | -7 | -0.1 | 3 | -3 | -5 | 0.8 | 2 | 1 | COc1cccc(-c2cc(C(=O)N3CCN(C(c4ccccc4)c4ccccc4)CC3)no2)c1 | 1 |
| -0.1 | -3 | -0.2 | -2 | -3 | 1 | 2.0 | -3 | -1 | Cn1c(=O)cc(OCCCC(=O)NCCC2=CCCCC2)c2ccccc21 | 0 |
| 6.2 | 1 | 0.1 | 4 | -2 | -6 | -0.8 | -5 | -13 | Cc1ccn2c(Nc3ccc4c(c3)OCO4)c(-c3ccccn3)nc2c1 | 24 |
| 36 | -8 | -0.1 | 91* | -2 | 7 | 1.0 | -3 | 1 | Cc1ccccc1COc1cccc(/C=N/NC(=O)c2nnn(-c3nonc3N)c2C)c1 | -2 |
| -0.9 | 8 | -0.3 | 2 | -3 | -3 | -0.9 | -5 | 1 | CNC(=O)/C(=C\c1ccco1)NC(=O)c1ccco1 | 7 |
| 2.8 | 4 | -0.8 | 0 | -5 | -31 | 0.9 | -12 | 25 | COc1ccc(-c2csc(NC(=O)c3ccccc3NS(=O)(=O)c3ccc(C)cc3)n2)cc1 | 2 |
| -0.7 | 4 | -0.4 | -4 | -4 | 1 | -0.6 | 1 | 2 | CCNc1nnc(SCC(=O)NC2CCCCCC2)s1 | -10 |
| 1.0 | -5 | -0.9 | -1 | -5 | -6 | 1.7 | 3 | 2 | COc1ccc(C(=O)C(Cc2cc(C(C)=O)ccc2OC)N2CCCC2)cc1 (stereo not drawn) | -3 |
| 1.8 | -8 | -0.1 | 0 | 0 | -1 | 0.7 | 1 | -5 | CC1=C(C(=O)Nc2ccccn2)C(c2ccc3c(c2)OCO3)C2=C(CC(C)(C)CC2=O)N1 (stereo not drawn) | -1 |
| 3.1 | 25* | -0.3 | 1 | 3 | -28 | 1.8 | 11 | 3 | C[C@H]1CN([C@@H](C)CO)C(=O)c2cc(NC(=O)Nc3cccc4ccccc34)ccc2O[C@@H]1CN(C)Cc1ccc(-c2ccccc2)cc1 | 7 |
| -1.4 | -4 | -0.1 | -2 | -2 | 1 | 0.1 | -9 | 3 | CCOC(=O)c1ccc(NC(=O)Nc2ccon2)cc1 | 4 |
| -0.4 | 0 | -0.1 | 0 | -1 | -4 | -0.9 | 0 | 0 | O=C(O)C1CC=CCC1C(=O)NCc1ccc2c(c1)OCO2 (stereo not drawn) | 4 |
